Screens from PubChem BioAssay.
MEX-5 binding: MEX-5 zinc finger RNA-binding disruptors – biochemical, C. elegans, fluorescence polarization, MLPCN library, primary screen; activity score (negative = inhibition of binding), % at 10 µM; AID 1832, 2009; MEX-5/FITC-TCR2 RNA binding; stronger effect = lower value; Zinc finger protein mex-5 (Caenorhabditis elegans), Q9XUB2; 300,000 compounds, 0.38% hits;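 active = inhibition past about -25% in most replicates, and total fluorescence under double the plate's negative control median, limit read from the data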;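 also: 0% = DMSO and -100% = 5 µM competing unlabeled TCR2 RNA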
AGP1-GFP MLPCN: modulators of AGP1-GFP expression in yeast TOR pathway, primary screen, cell-based, multiplex flow cytometry, S. cerevisiae, MLPCN library; 3 h; GFP as percent of DMSO wells; GFP response vs DMSO, % at 10 µM; 320,000 compounds, 0.02% hits;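 active = GFP response relative to DMSO above a set limit, near screen average plus 3 SD, cut at about 150% in these data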;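 also: median GFP channel fluorescence of the gated AGP1 strain per well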
VLA-4 inh: inhibition in human VLA-4 binding assay, primary screen, VLA-4 allosteric modulator project, MLPCN library, flow cytometry, VLA-4 expressing cells; Integrin alpha-4 (Homo sapiens), P13612; ligand binding flow cytometry; inhibition, % (about 7 µM as worked out from the volumes in the protocol); 330,000 compounds, 0.2% hits; AID 2557, 2010; in the data active = inhibition above about 50%
Target sequence (P13612 whole entry, looked up): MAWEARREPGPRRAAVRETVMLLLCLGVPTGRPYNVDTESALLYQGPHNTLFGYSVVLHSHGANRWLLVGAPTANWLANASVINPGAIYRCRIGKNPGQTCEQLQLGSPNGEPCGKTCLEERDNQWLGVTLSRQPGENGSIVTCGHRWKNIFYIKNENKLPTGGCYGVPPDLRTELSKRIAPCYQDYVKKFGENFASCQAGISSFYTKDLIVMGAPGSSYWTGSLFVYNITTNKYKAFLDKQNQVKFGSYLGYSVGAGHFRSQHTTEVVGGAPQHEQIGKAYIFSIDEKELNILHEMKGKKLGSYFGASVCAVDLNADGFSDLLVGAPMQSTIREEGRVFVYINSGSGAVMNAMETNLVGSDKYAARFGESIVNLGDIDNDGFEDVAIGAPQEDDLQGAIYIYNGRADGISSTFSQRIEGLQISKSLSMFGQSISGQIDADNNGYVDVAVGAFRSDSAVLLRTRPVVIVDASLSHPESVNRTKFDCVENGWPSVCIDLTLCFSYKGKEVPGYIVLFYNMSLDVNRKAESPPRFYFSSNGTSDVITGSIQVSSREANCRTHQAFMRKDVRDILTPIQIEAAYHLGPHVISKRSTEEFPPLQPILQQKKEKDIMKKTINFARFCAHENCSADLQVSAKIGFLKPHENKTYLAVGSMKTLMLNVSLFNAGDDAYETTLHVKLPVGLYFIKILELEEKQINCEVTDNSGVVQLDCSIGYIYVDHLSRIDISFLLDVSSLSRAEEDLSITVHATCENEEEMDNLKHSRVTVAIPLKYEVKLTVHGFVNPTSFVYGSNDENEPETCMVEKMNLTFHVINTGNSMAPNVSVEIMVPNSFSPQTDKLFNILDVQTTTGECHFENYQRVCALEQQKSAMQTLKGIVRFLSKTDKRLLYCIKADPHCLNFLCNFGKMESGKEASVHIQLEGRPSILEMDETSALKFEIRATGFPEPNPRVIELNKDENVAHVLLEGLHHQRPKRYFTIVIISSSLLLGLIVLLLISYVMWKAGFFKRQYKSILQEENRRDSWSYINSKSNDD
Fam108B inh: mouse Fam108B serine hydrolase inhibitors, primary screen, counter-screen for RBBP9 inhibitor project, biochemical, fluorescence polarization. recombinant Fam108B, FP-Rh probe fluorescence polarization. inhibition, % at 9.51 µM. 300,000 compounds, 0.33% hits;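 active = inhibition above the screen mean inhibition plus 3 SD, computed separately per campaign, cut at about 18% in these data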;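 also: inhibitors lower polarization as less probe binds the enzyme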
Bcl-xL primary: inhibitors of human Bcl-xL, primary screen, biochemical, fluorescence polarization, HTS; 320,000 compounds, 0.7% hits; inhibition, % at 10.9 µM; GST-Bcl-xL / FITC-Bim BH3 peptide fluorescence polarization;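 active = inhibition above the mean of all tested compounds plus 3 SD, cutoff set per campaign, cut at about 30% in these data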;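 also: 0% = DMSO wells and 100% = unlabeled Bim-BH3 peptide competitor; inhibitors lower millipolarization by displacing the labeled peptide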
MCL1 BIM primary: inhibitors of MCL1 binding to BIM-BH3, primary screen, biochemical, fluorescence polarization; inhibition, % at 10.9 µM; GST-MCL1 / FITC-Bim-BH3 fluorescence polarization; 320,000 compounds, 0.68% hits; Induced myeloid leukemia cell differentiation protein Mcl-1 (Homo sapiens), Q07820;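 active = inhibition above the mean inhibition of all tested compounds plus 3 SD, set per campaign, cut at about 40% in these data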;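 also: 0% = DMSO wells and 100% = unlabeled Bim-BH3 peptide control; higher means more loss of mP so more displacement of Bim peptide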
CIT2-GFP yeast: modulators of CIT2-GFP expression in yeast, primary screen, S. cerevisiae, GFP fusion, multiplex flow cytometry, MLPCN library. S. cerevisiae CIT2-GFP strain, 3 h; 100 means same as DMSO wells. GFP response vs DMSO, % at 10 µM. 320,000 compounds, 0.065% hits;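 active = GFP response relative to DMSO above a set limit, near the screen mean plus 3 SD, cut at about 150% in these data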;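 also: ratio of well median GFP fluorescence to mean of DMSO wells on the plate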
GRK2 aptamer HTS: compounds blocking aptamer binding on GRK2 – biochemical, human GRK2, bead flow cytometry, HTS, primary screen. Beta-adrenergic receptor kinase 1 (Homo sapiens), P25098. FAM-aptamer displacement from GRK2. inhibition of aptamer binding, % at 10 µM. 330,000 compounds, 0.59% hits. AID 488847, 2010;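 active = inhibition of aptamer binding above 40%, roughly 3 SD of noise, on plates passing a quality check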;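 also: median bead fluorescence of bound FAM aptamer so fluorescent compounds give negative values; no value below 0 was filed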
GLD-1 RNA inh: GLD-1/TGE RNA complex disruptors, primary screen, biochemical, fluorescence polarization | Female germline-specific tumor suppressor gld-1 (Caenorhabditis elegans), Q17339 | purified GLD-1 + fluorescein TGE RNA | inhibition, % at 5.96 µM | 320,000 compounds, 0.44% hits;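 active = percent inhibition above a per-plate cutoff, the plate mean of test compounds plus 3 SD, cut at about 30% in these data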;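 also: 0% = DMSO wells with GLD-1 and probe and 100% = wells lacking GLD-1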
Numbers without * were called inactive; / = not tested or not shown; [ ] = remark or other dose.

Start of the data: the first three compounds, ahead of the listing:
SMILES	MEX-5 binding	AGP1-GFP MLPCN	VLA-4 inh	Fam108B inh	Bcl-xL primary	MCL1 BIM primary	CIT2-GFP yeast	GRK2 aptamer HTS	GLD-1 RNA inh
Cc1csc(NC(=O)c2ccco2)c1C(=O)c1ccccc1	0.1	99	5	3	4	3	101	0	4
CC1(C)Cc2c(c(-c3ccccc3)[nH]c(=O)c2C#N)CS1	2.2	93	-5	2	5	10	90	0	-4
O=C(Cc1ccc([N+](=O)[O-])cc1)Nc1ccc2c(c1)OCO2	0.9	112	14	4	2	-5	95	1	-2

This part in full, repeating the preview:
SMILES	MEX-5 binding	AGP1-GFP MLPCN	VLA-4 inh	Fam108B inh	Bcl-xL primary	MCL1 BIM primary	CIT2-GFP yeast	GRK2 aptamer HTS	GLD-1 RNA inh
Cc1csc(NC(=O)c2ccco2)c1C(=O)c1ccccc1	0.1	99	5	3	4	3	101	0	4
CC1(C)Cc2c(c(-c3ccccc3)[nH]c(=O)c2C#N)CS1	2.2	93	-5	2	5	10	90	0	-4
O=C(Cc1ccc([N+](=O)[O-])cc1)Nc1ccc2c(c1)OCO2	0.9	112	14	4	2	-5	95	1	-2
CCc1nc2ccccc2c(C(=O)Oc2cccc3cccnc23)c1C	0.5	101	-5	1	8	2	115	0	1
C/C=C(\CS(=O)(=O)c1ccccc1)S(=O)(=O)c1ccccc1	-0.8	100	5	0	-2	1	100	1	-2
CC1=Nc2cc(C(=O)N3CCCCC3)ccc2Sc2ccc(C)cc21	1.7	99	6	1	3	5	106	2	-6
CCNc1nc(SCCOc2ccc(C)cc2)nc(N(C)C)n1	-0.3	102	12	-2	5	-4	98	2	0
O=C(CCc1ccc(S(=O)(=O)N2CCOCC2)cc1)N1CCCC1	/	105	0	4	-2	-7	104	2	-5
CCc1ccc(N/C(=N/c2nc(C)cc(C)n2)NC(C)=O)cc1	0.6	99	-6	-3	-3	-6	100	1	0
COc1ccc(C(=O)/C=C/c2cccc(OCc3ccccc3)c2)cc1CSCC(=O)O	-10.0	88	-8	-21	2	2	73	1	-3
Cc1c(CC(=O)NCCCO)c(=O)oc2cc3c(cc12)CCC(C)(C)O3	0.8	105	8	-7	2	5	106	0	4
O=C(COC(=O)c1ccc(F)cc1Cl)Nc1cccc(S(=O)(=O)N2CCOCC2)c1	/	95	-7	/	4	-1	99	0	4
c1cc(Nc2cccc3nccnc23)c2nccnc2c1	-29*	83	-1	7	-7	-13	80	10	-14
Cc1cccc(C(=O)NCC(=O)N2CCN(S(=O)(=O)c3ccc4c(c3)OCCO4)CC2)c1	/	104	-4	/	0	5	95	5	-4
Cc1cc(-n2cnc(-c3cn(C)nc3C)n2)no1	1.0	106	-5	1	-2	-3	107	0	3
CCN(CC)NC(=S)Nc1ccccc1	3.1	96	-15	3	1	6	102	0	-3
COc1ccc(C(=O)C2CCCN(C(=O)CCc3ccccn3)C2)c(C)c1 (centres undefined)	1.5	103	11	-2	6	8	96	0	-1
O=C(NNC1=C(C(=O)C(F)(F)F)CCC1)c1cccnc1	-5.0	89	18	-1	1	8	96	1	4
O=C(NC(=S)Nc1cccnc1Cl)c1ccc(F)cc1	2.0	97	-5	2	6	12	97	2	2
COc1ccccc1/C=C1\SC(=O)N(CC(=O)NCCCn2ccnc2)C1=O	0.9	98	5	-2	-5	-1	98	1	-8
O=C(Nc1ncccn1)c1ccc(Cl)c([N+](=O)[O-])c1	-2.0	96	18	-1	9	1	108	1	-3
CC(C)c1ccccc1NC(=O)c1ccc(CN(c2ccccc2)S(=O)(=O)c2ccccc2)cc1	0.3	88	26	-2	1	0	96	0	4
CN(C)CCCNc1oc(-c2ccccc2Cl)nc1S(=O)(=O)c1ccccc1	/	101	-3	/	4	6	105	0	3
Cc1ccc(S(=O)(=O)CCC(=O)Nc2ccc(Br)cc2)cc1	-1.0	94	2	-4	-1	1	102	26	4
Cc1ccc(-n2ncc3c2CC(C)(C)CC3NC(=O)c2cc[n+]([O-])cc2)cc1 (centres undefined)	2.0	98	1	-1	2	4	100	0	0
O=C(/C=C/c1ccc2c(c1)OCO2)NCc1ccco1	0.3	97	21	0	13	17	100	6	1
COc1ccc(NC(=S)NNC(=O)CCn2cc([N+](=O)[O-])cn2)cc1	-1.1	91	15	-5	-1	1	89	2	-8
c1ccc2c(c1)oc1c(NCCCN3CCOCC3)ncnc12	3.8	108	1	2	0	-8	112	0	-1
COCCNC(=O)C1CCN(Cc2cccc(OCc3ccccc3)c2)CC1	-0.6	113	9	-1	6	7	109	2	8
CCOC(=O)C1CCN(C(c2cc3cc(C)cc(C)c3[nH]c2=O)c2nnnn2C2CCCCC2)CC1 (centres undefined)	1.0	102	-6	2	2	-2	99	0	9
COc1cc(NC(=O)CCc2nnc3ccc(N4CCC(C)CC4)nn23)cc(OC)c1	-0.2	101	0	-1	-4	-1	100	0	2
O=C(Nc1ccc(C(=O)N2CCOCC2)cc1)c1cccs1	1.4	102	-2	3	-1	-2	85	4	-3
CCCc1nnc(SCc2ccc(OC)cc2)n1N	-0.8	98	10	1	-1	1	93	2	6
Cc1ccc(C)c(C(=O)OCC(=O)Nc2cccc(S(=O)(=O)NC3=NCCCCC3)c2)c1	-0.5	101	8	-2	2	6	96	0	-2
O=C(O)/C=C/C(=O)Nc1ccc(OC(F)F)cc1	0.6	103	-1	4	8	-2	88	/	5
CCOC(=O)c1c(NC(=S)N2CCN(C)CC2)sc2c1CCN(C(=O)OCC)C2	1.9	103	-4	-2	14	23	95	0	13
O=C(N/N=C/c1cn(-c2ccccc2)nc1-c1cccnc1)c1cccnc1	2.4	100	-7	2	3	3	98	6	3
CCOc1ccc(NC(=S)Nc2ccccc2C2(C)CC2)cc1	-0.1	112	-11	-2	3	7	103	0	2
CS(=O)(=O)NCCOc1ccc(S(=O)(=O)NCCOc2ccccc2)cc1	-0.5	92	3	-1	6	0	88	0	-4
O=C(C1CCCN(S(=O)(=O)c2cccc3cccnc23)C1)N1CCN(c2ccc(F)cc2)CC1 (centres undefined)	-1.1	106	4	3	12	21	105	0	19
C[C@H](NC(N)=O)C(=O)Nc1ccc2c(c1)OCO2	-0.7	103	0	4	4	3	96	0	1
O=C(CSc1nnc(Nc2ccccc2)s1)Nc1cccnc1Cl	2.0	107	-1	5	-1	4	104	0	2
O=C(COc1ccc(-c2ccccc2)cc1)Nc1cccnc1	/	88	18	/	2	6	92	2	1
Cc1ccc(NC(=O)CSc2ccc(-c3cccnc3)nn2)cc1	-6.3	93	9	-3	7	4	90	0	-3
CCC(CO)[n+]1c(C)cc(/C=C2\Sc3ccccc3N2Cc2ccccc2)cc1C (centres undefined)	/	94	-303	-2	-9	-27	94	71*	-144
CCOc1ccc(/C=C/C(=O)C(C(N)=O)=C2SCCS2)cc1	0.9	97	-6	-2	1	-9	83	1	3
Cc1nc(C)c(-c2ccc(SCc3cccc(F)c3)nn2)s1	2.6	94	-5	0	11	4	98	4	-2
O=C(c1cc2c(s1)-c1ccccc1S(=O)(=O)C2)N1CCCC1	0.1	109	15	4	-4	0	108	0	-4
Cc1ccc(N(CC(=O)NCc2ccccc2)C(=O)c2csnn2)c(C)c1	1.6	110	-4	1	9	9	99	1	2
c1ccc(-c2nc3nonc3nc2-c2ccccc2)cc1	0.4	94	8	2	7	-2	100	0	10
COc1ccc(Cl)cc1N1CC(C(=O)Nc2nccs2)CC1=O (centres undefined)	-1.0	103	-5	1	5	4	102	3	6
CN1CCN(CCCNC(=O)c2ccc(/C=C3\Oc4ccccc4N(Cc4ccccc4F)C3=O)cc2)CC1	0.1	101	2	-7	5	9	86	0	4
CC(C)CC1Nc2ncnc(N3CCCCC3)c2N(Cc2ccc(Br)cc2)C1=O (centres undefined)	-1.9	89	-12	0	-1	7	90	2	2
Cc1c(C(=O)N2CCc3ccccc3C2)oc2ccc(Br)cc12	2.2	109	-3	1	-2	-4	94	0	3
CCCOc1ccc2nc(C)c(CCC)c(SC(=N)N)c2c1	-0.4	99	-2	5	0	3	89	0	3
COc1ccc(CNC(=O)COC(=O)c2ccc(C)c(S(=O)(=O)N3CCOCC3)c2)cc1OC	/	97	-2	/	-3	-3	95	3	-3
CCOC(=O)CN(C(=O)c1ccccc1[N+](=O)[O-])C(C)(C)C	1.3	106	-4	0	-2	-9	107	0	0
COc1ccc2c(c1)nc(SCC(=O)c1cccs1)n2C	-0.4	100	-6	-3	-3	-6	96	0	-5
Cc1ccccc1CNC(=O)CCn1nc(C)c2c(C)n(-c3ccccc3)nc2c1=O	1.5	102	26	-1	3	1	100	1	0
O=C(Oc1cccnc1)c1ccc([N+](=O)[O-])cc1	1.5	91	10	2	11	-10	96	0	5

More records follow.
SMILES	MEX-5 binding	AGP1-GFP MLPCN	VLA-4 inh	Fam108B inh	Bcl-xL primary	MCL1 BIM primary	CIT2-GFP yeast	GRK2 aptamer HTS	GLD-1 RNA inh
O=C(NCc1cccc(Br)c1)C1CC2Cn3c(nc4ccccc43)C2N1Cc1ccccc1 (centres undefined)	-2.2	98	11	0	-1	0	93	25	7
CCOC(=O)N1CCN(S(=O)(=O)c2ccc(C(=O)N(CCCN(C)C)c3nc4c(C)c(C)ccc4s3)cc2)CC1	-1.5	106	0	1	2	-2	108	0	2
Cc1cc(C)nc(SC2CC(=O)N(c3ccc(C)c(C)c3)C2=O)n1 (centres undefined)	0.0	86	10	-2	3	1	90	0	-4
COc1cc(SC)ccc1C(=O)NNC(=O)C1COc2ccccc2O1 (centres undefined)	/	98	-20	/	/	/	99	0	1
O=C(NCCCN1CCOCC1)C(=O)NCC1OCCN1S(=O)(=O)c1ccc(Br)cc1 (centres undefined)	-1.6	101	13	-1	3	7	105	0	-1
COc1ccc(-c2csc3ncn(Cc4ccccc4)c(=O)c23)cc1	0.1	96	-10	-1	0	0	86	4	-5
N#CC(C#N)=Cc1cc2ccccc2nc1N1CCCCC1	-1.9	96	-13	-5	8	5	108	6	0
O=C(CN1CCC(NC(=O)Cc2ccccc2)CC1)Nc1cccc2ccccc12	3.2	62[may fluoresce red]	-10	-1	3	6	78[may fluoresce red]	0	4
Cc1noc(C)c1COC(=O)[C@H](C)NS(=O)(=O)c1ccc(Cl)c(Cl)c1	-0.2	110	2	10	7	-1	111	0	4
COC(=O)c1ccc(NC(=S)NCCCN2CCCC2=O)cc1	2.3	101	-27	-1	5	2	88	0	-3
CCc1ccc(NC(=O)NNC(=O)CCc2ccccc2)cc1	0.7	95	3	1	2	6	98	0	0
O=C(CCC(=O)OCC(F)(F)C(F)F)Nc1ccc(F)cc1F	-0.3	94	18	1	6	2	96	0	1
COc1cccc(-n2nnc3c(=O)n(CC(=O)Nc4ccc(C)cc4)cnc32)c1	-1.9	101	15	3	3	7	107	0	3
Cc1ccc2nc(SC(C)C(=O)N3CCCC3)[nH]c2c1 (centres undefined)	-2.9	97	0	2	-1	2	92	0	-3
Cc1ccc(-c2nnn(CC(=O)N(c3ccccc3)C(C(=O)NC3CCCC3)c3ccco3)n2)o1 (centres undefined)	0.8	111	-4	1	1	-8	104	0	13
